Screening data: PubChem BioAssay, several laboratories
GDH-TPI counter = GDH-TPI coupled enzyme inhibition counter-screen | GDH-TPI coupled enzyme counterscreen, NADH absorbance | inhibition, % at 4.8 µM | hit rate 1.2% among 360,000 | AID 588335; in the data active = inhibition above about 30%;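 also: 0% = DMSO wells and 100% = wells lacking the enzyme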
FadD28 FP inh = blocks FadD28 binding to the bisubstrate probe; hit rate 0.22% among 360,000; inhibition, % at 12.5 µM; AID 588549; fluorescence polarization; in the data active = inhibition above about 8.5%, passing the limit was not always enough; inconclusive = no clear call, values can overlap the other calls
Anthrax LF prot = anthrax lethal factor protease inhibition; multiplex microsphere protease cleavage assay, LF; inhibition, % at 10 µM; hit rate 0.12% among 360,000; AID 588501; also: plate controls were buffer without enzyme for full effect and enzyme alone for no effect
Mtb FBA inh = Mtb fructose-bisphosphate aldolase inhibition. P9WQA3. purified M. tuberculosis FBA, fluorescence read-out. inhibition, % at 1 µM. hit rate 2.3% among 360,000. AID 588726; in the data active = inhibition above about 27%;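 also: 0% = vehicle and 100% = reference inhibitor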
Target sequence (P9WQA3 whole entry, looked up): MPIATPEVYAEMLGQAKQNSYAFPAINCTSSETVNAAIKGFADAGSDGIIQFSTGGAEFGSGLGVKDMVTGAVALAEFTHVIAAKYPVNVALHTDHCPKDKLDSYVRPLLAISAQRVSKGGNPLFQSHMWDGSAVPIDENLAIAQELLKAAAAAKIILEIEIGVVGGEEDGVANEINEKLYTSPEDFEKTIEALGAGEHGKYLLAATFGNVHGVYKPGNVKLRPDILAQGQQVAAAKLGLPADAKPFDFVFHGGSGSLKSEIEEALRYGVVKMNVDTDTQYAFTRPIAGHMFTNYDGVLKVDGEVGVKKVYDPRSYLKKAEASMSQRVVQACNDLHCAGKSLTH
Mtb UGM inh = Mtb UDP-galactopyranose mutase inhibition | P9WIQ1 | purified UGM, fluorescence polarization probe displacement | inhibition, % at 10 µM | hit rate 0.06% among 320,000 | AID 504406; in the data active = inhibition above about 10%, passing the limit was not always enough; inconclusive = no clear call, values can overlap the other calls
Target sequence (P9WIQ1 whole entry, looked up): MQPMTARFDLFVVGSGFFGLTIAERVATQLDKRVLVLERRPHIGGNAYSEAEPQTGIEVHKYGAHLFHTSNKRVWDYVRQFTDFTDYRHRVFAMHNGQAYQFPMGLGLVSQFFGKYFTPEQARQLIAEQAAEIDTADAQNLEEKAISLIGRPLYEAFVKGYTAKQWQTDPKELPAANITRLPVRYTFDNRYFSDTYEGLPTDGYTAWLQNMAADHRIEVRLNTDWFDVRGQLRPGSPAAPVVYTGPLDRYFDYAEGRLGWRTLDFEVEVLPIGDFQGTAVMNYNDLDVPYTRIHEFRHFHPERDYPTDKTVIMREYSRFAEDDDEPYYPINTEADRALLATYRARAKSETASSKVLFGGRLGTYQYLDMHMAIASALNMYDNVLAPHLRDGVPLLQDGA
BoNT F protease = blocks Botulinum neurotoxin F light chain protease; Multiplex microsphere protease cleavage assay, flow cytometry; inhibition, % at 10 µM; hit rate 0.22% among 360,000; AID 588497; in the data active = inhibition above about 35%, passing the limit was not always enough; inconclusive = no clear call, values can overlap the other calls; also: plate controls were buffer without enzyme for full effect and enzyme alone for no effect
BioA inh = BioA (M. tuberculosis) enzyme inhibition | purified M. tuberculosis BioA enzyme, plate reader | inhibition, % at 9.99 µM | hit rate 0.096% among 360,000; in the data active = inhibition above about 40%; inconclusive = no clear call, values can overlap the other calls
BoNT A protease = BoNT A light chain protease inhibition. AID 588499. multiplex microsphere protease substrate cleavage, flow cytometry. inhibition, % at 10 µM. hit rate 0.17% among 360,000; also: plate controls were buffer without enzyme for full effect and enzyme alone for no effect
PfHsp40 rescue = compounds rescuing yeast from Plasmodium falciparum HSP40 toxicity; growth rescue, % at 12.5 µM; hit rate 0.68% among 340,000; S. cerevisiae expressing PfHsp40, growth rescue, ATP luminescence; in the data active = growth rescue above about 28%, passing the limit was not always enough; inconclusive = no clear call, values can overlap the other calls;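 also: yeast W303a lacking pdr1 and pdr3 grown in galactose medium; growth measured after three days at 30 °C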
Starred values were filed as active, the others as inactive; u = inconclusive; x = not tested or not shown; + = active, no number. Rule as the data show it, unless noted: active = inhibition above about 30%; inconclusive = no clear call, values can overlap the other calls; inactive = below that.

SMILES | GDH-TPI counter | FadD28 FP inh | Anthrax LF prot | Mtb FBA inh | Mtb UGM inh | BoNT F protease | BioA inh | BoNT A protease | PfHsp40 rescue
Cc1ccccc1OCC(=O)OCC(=O)c1ccc(OCc2ccccc2)cc1 | 0.7 | -0.3 | -2.0 | 3.9 | -0.2 | -6.8 | -2.2 | 0.0 | -1.3
CC(C)c1nc(C#N)c(NN)o1 | 8.1 | -2.3 | -16.9 | -0.3 | -0.4 | -1.1 | -1.2 | 1.4 | -0.8
COCOc1ccc(C=O)cc1OCOC | -2.0 | -2.5 | 2.0 | -3.6 | 4.0 | 2.1 | -0.7 | -0.6 | -1.4
Cc1ccc(NC(=O)Nc2ncccc2C)cc1 | 4.6 | -0.9 | 1.0 | -0.9 | 4.3 | -7.6 | x | -0.7 | -0.9
O=C1CN(C(=O)Cn2ncc(Cl)c(Cl)c2=O)c2ccccc2N1 | 2.2 | 1.2 | -4.1 | -1.5 | x | -2.1 | x | 0.1 | 0.1
Cc1cc(Br)ccc1SCC(=O)OCC(=O)NCc1ccc2c(c1)OCO2 | -0.9 | -5.9 | -1.7 | -1.4 | 0.5 | 2.8 | 0.5 | 0.6 | 0.4
CCc1nc2c(OCc3ccc(Cl)cc3)cccn2c1N(C=O)Cc1ccccc1 | -2.7 | -2.4 | -4.0 | 0.9 | x | -1.6 | -0.2 | -0.2 | x
COc1ccc(CN2CCN(Cc3ccco3)CC2)cc1OC | 11.6 | -0.5 | 4.5 | 0.7 | -1.4 | u | -0.1 | 2.2 | -0.4
O=C(NCC1CCCO1)c1ccccc1-c1nc(-c2ccc(Cl)cc2)no1 (configuration not stated) | -1.7 | -2.1 | 0.9 | -0.1 | -0.2 | -10.1 | -2.8 | 0.1 | 4.5
O=C(c1ccccc1)c1coc2ccc(O)c(Cl)c12 | 20.1 | -2.4 | 1.6 | 1.6 | 0.0 | 3.5 | 0.4 | 0.0 | -0.5
C[C@@H](NC(=O)c1nc[nH]c1C(=O)OCc1ccccc1)c1ccccc1 | 0.8 | -3.6 | -4.8 | 0.6 | 0.4 | -1.5 | -2.1 | -0.5 | -0.8
COc1ccc(Oc2cc(C)c3cccc(C)c3n2)cc1 | 3.9 | -1.3 | -3.0 | 0.4 | -0.9 | 15.2 | 0.6 | -0.3 | 0.7
Cc1ccccc1CC1(CO)CCCN(C(=O)c2ccccc2Cl)C1 (configuration not stated) | 9.3 | -1.4 | 0.1 | -1.2 | -1.7 | 0.8 | x | -0.4 | -0.8
COc1cc(OC)cc(C(=O)N2CCN(C(=O)COc3ccc4ccccc4c3)CC2)c1 | 6.5 | -3.3 | -6.5 | 1.7 | 0.2 | 9.4 | 0.6 | 2.0 | -1.0
CC(C)(C)c1ccc(C(=O)N2CCC2(C)C(=O)Nc2cccc3ncccc23)cc1 (configuration not stated) | -3.6 | -2.7 | -0.1 | -5.6 | x | -1.3 | 1.9 | 0.3 | x
N#C/C(=C\c1c(F)cccc1Cl)C(=O)NC1CC1 | 0.3 | -2.3 | 0.6 | -0.1 | -2.6 | 7.5 | -0.4 | 1.7 | 3.6
C=CCNC(=O)C1CC2Cn3c(nc4cc(C)c(C)cc43)C2N1C (configuration not stated) | 2.2 | -3.1 | 7.3 | -1.9 | 0.3 | -7.1 | -1.3 | -0.1 | -1.7
CC1=C(C)CC2(CC1)C(=O)NC(=O)NC2=O | 7.8 | 0.2 | -3.5 | 0.9 | x | -1.9 | x | -0.3 | 0.4
CN(CCCC1CCCC1)C(=O)CC1C(=O)NCCN1Cc1cccc(F)c1F (configuration not stated) | -4.9 | -3.3 | 2.9 | 1.5 | 2.9 | 5.6 | 0.6 | -0.4 | -1.6
Cc1sc2ccccc2c1CNC[C@H]1O[C@@H](n2cnc(C(N)=O)n2)[C@H](O)[C@@H]1O | -1.9 | -1.7 | -2.0 | -1.5 | x | 3.3 | 2.2 | -0.6 | -0.5
O=[N+]([O-])c1ccc(N=Cc2c(O)ccc3ccccc23)cc1 | 24.1 | -0.3 | 4.2 | -3.7 | 1.6 | 0.8 | -1.9 | 1.5 | -1.0
CCN(CC(=O)Nc1cc(Cl)ccc1-n1cncn1)Cc1nc2ccccc2c(=O)[nH]1 | -4.8 | -1.5 | -9.8 | -2.1 | -3.1 | -6.1 | 8.7 | 0.0 | -0.9
N#C/C(=C/c1ccccc1)c1nn(CCO)c(N)c1C#N | 3.9 | -4.0 | -5.2 | -1.2 | 0.3 | -15.4 | -0.3 | 0.8 | -0.4
Cc1oc2c(C)c3oc(=O)c(CCC(=O)NCCCN4CCOCC4)c(C)c3cc2c1C | 12.8 | -0.2 | -5.3 | 10.9 | 0.6 | -5.8 | 0.1 | -1.0 | -1.0
Cc1nsc2nc3c(F)c(F)c(F)c(F)c3cc12 | 20.6 | -0.4 | -8.7 | 11.7 | -1.6 | u | 6.0 | 3.5 | -2.1
Cc1ccc(Cl)cc1NS(=O)(=O)c1cn(C)nc1C | -1.0 | -6.1 | 0.6 | 0.5 | 0.8 | -5.0 | -1.4 | 1.3 | -2.0
COC(=O)c1ccc(Oc2nc(SC)nc(N(C)C)n2)cc1 | -1.5 | -0.1 | 0.6 | 0.4 | -1.1 | -3.9 | -0.2 | 0.0 | x
CCOc1ccc(NC(=O)N2CCN(c3nc4ccccc4s3)CC2)cc1 | 15.1 | -1.1 | -4.4 | -2.8 | -2.8 | -0.9 | 0.2 | -1.2 | 0.2
C#CCN(C[C@@H]1[C@@H](OC(=O)NCc2ccco2)[C@@H](OC(=O)NCc2ccco2)CN(C(=O)OC(C)C)N1C(=O)OC(C)C)S(=O)(=O)c1ccc(C)cc1 | 8.5 | -0.9 | -9.7 | -1.8 | x | -8.3 | -1.8 | -0.7 | x
COc1cccc(C2NC(=O)NC(C)=C2C(=O)Nc2cccc(C)c2C)c1 (configuration not stated) | 9.3 | -1.7 | 2.7 | -8.6 | 2.9 | -5.5 | 0.4 | 1.1 | 0.1
C[C@@H]1CN([C@H](C)CO)C(=O)Cc2cc(NS(=O)(=O)c3ccc(Cl)cc3)ccc2O[C@H]1CN(C)Cc1ccc(C(F)(F)F)cc1 | 5.4 | -2.8 | 0.1 | -0.3 | -1.3 | -4.0 | -0.8 | -0.5 | 1.6
COc1ccc(NC(=O)NNC(=O)C(C)Oc2ccc(C(C)C)cc2)c(OC)c1 (configuration not stated) | 1.0 | 0.5 | 4.1 | 1.0 | 0.3 | 3.5 | 0.6 | 4.0 | 1.0
COc1ccc(C(=O)O)cc1S(=O)(=O)N1CCSCC1 | -0.8 | -1.5 | -2.9 | 1.9 | -0.7 | 1.5 | -1.1 | -0.7 | 0.0
c1ccc(-c2nc(NCCCn3ccnc3)c3oc4ccccc4c3n2)cc1 | 11.2 | -13.4 | -1.8 | 1.1 | 1.5 | -17.1 | 5.4 | -2.2 | 0.1
CN(C)c1ccc(/C=C/C(=O)c2ccc3c(c2)OCCO3)cc1[N+](=O)[O-] | 15.0 | 0.4 | -4.7 | -10.7 | 0.0 | -6.7 | x | -0.5 | 5.3
CC(C)c1c(C(=O)N/N=C/c2ccoc2)nnn1-c1nonc1N | -3.5 | 0.0 | -1.3 | 2.0 | -0.2 | 5.1 | 9.1 | 0.5 | -0.3
COCCN1C(=O)C(=O)/C(=C(/O)c2ccc(S(=O)(=O)N3CCOCC3)cc2)C1c1cccc(O)c1 (configuration not stated) | 14.6 | -5.0 | 3.0 | -3.0 | 0.4 | 3.6 | 0.0 | 0.7 | -0.2
Cc1cccc(OCc2nnc(SCC(=O)NCCc3ccccc3)o2)c1 | -3.3 | -1.7 | -2.6 | 4.3 | 1.0 | 5.1 | -0.2 | 0.4 | 2.2
Cc1cc(NC(=O)CSCC(=O)N2CCN(c3cccc(C(F)(F)F)c3)CC2)no1 | 7.8 | -2.7 | 11.1 | 5.8 | 1.1 | 7.9 | x | 2.0 | x
Cc1cccc(C)c1NC(=O)C1CC(=O)N(C(C)C)C1 (configuration not stated) | -1.6 | -5.9 | 5.3 | -1.4 | 0.6 | 35.0* | -0.1 | 2.9 | -0.1
CC1CCN(C(=O)CSc2nnc(Cc3cccn3C)n2CCc2ccccc2)CC1 | 5.0 | -1.6 | -6.7 | -0.6 | 0.0 | -8.5 | -0.8 | -0.6 | -0.4
c1ccc(C[C@H]2CNCCN2CCC23CC4CC(CC(C4)C2)C3)cc1 | 7.0 | -5.1 | -9.1 | 3.8 | 4.0 | -16.7 | 1.6 | -0.4 | 0.7
c1ccc(-c2nnc(OCC3CCCO3)c3ccccc23)cc1 (configuration not stated) | 0.6 | 0.6 | -6.3 | -1.3 | 5.7 | -3.6 | 6.8 | 0.0 | -1.2
C=CCn1c(SCc2ccccc2Cl)nnc1-c1sc2nc(C)cc(C)c2c1N | 0.5 | -2.8 | -7.4 | 4.8 | 1.2 | u | x | -1.3 | 2.0
CCOc1ccc(NC(=O)Cn2c(=O)n(CCCC(=O)NC3CCN(Cc4ccccc4)CC3)c(=O)c3ccccc32)cc1 | 0.0 | -2.2 | -4.8 | -1.8 | 0.5 | -20.6 | 0.6 | 0.3 | -2.1
CC(C)N(C(=O)CSc1nc2ccccc2n1Cc1ccc(F)cc1)C(C)C | 12.4 | -1.1 | -0.9 | -4.1 | 0.1 | -25.5 | 0.5 | -0.5 | -0.5
C=CCNc1sc(C(=O)C(C)(C)C)c(N)c1C#N | 40.0* | 0.3 | -6.2 | 0.0 | 1.4 | -15.7 | -0.5 | -1.4 | -0.5
Cc1ccc(C2CC(c3ccccc3Cl)n3nc(N)nc3N2)cc1 (configuration not stated) | -7.9 | -4.6 | 6.7 | -0.4 | 2.1 | -13.2 | 3.3 | -1.2 | -1.6
COc1cccc(NCCC(=O)c2cccc([N+](=O)[O-])c2)c1 | 7.1 | 1.3 | -0.2 | 8.3 | -1.7 | -6.4 | x | 1.2 | 1.9
OCCCCCCNc1ccc(CCO)cc1 | x | -2.6 | 1.1 | 0.8 | x | -4.9 | -3.3 | -0.2 | x
CC(=O)Nc1ccc2c(COC(=O)[C@H](C)N3C(=O)C4CCCCC4C3=O)cc(=O)oc2c1 (some centres not stated) | 32.5* | -3.5 | -2.6 | + | 0.1 | -1.7 | -1.3 | -0.4 | -1.4
CC(=NCC1CCCO1)C1=C(O)CC(C)(C)CC1=O (configuration not stated) | 5.1 | -1.3 | 2.7 | -2.2 | -0.1 | 1.0 | 2.3 | 1.1 | -1.8
COC(=O)C1CCCN1C(=O)COc1ccc(Br)cc1Cl (configuration not stated) | 4.9 | -2.1 | 0.5 | 2.4 | 3.7 | 3.4 | -0.3 | 0.1 | 1.3
O=C(c1cccc(F)c1)N1CCCN(C(=O)c2cccc(F)c2)CC1 | -3.3 | -1.9 | 1.7 | -3.3 | 0.1 | -1.4 | 1.9 | -0.4 | -0.4
CCN(CC)C(=O)C(C)OC(=O)c1ccc(O)cc1 (configuration not stated) | 12.0 | -2.1 | 12.2 | -1.7 | -0.4 | -8.5 | 2.2 | -1.5 | -0.7
CCCCCc1cc(=O)oc2c(C(CCN3CCCC(C)C3)c3ccc(OC)cc3)c(OC)cc(OC)c12 (configuration not stated) | 0.5 | -6.2 | 0.8 | 6.7 | -0.4 | -15.1 | -1.1 | -0.5 | 1.1

Taken from the entries so far (3 entries):
SMILES | GDH-TPI counter | FadD28 FP inh | Anthrax LF prot | Mtb FBA inh | Mtb UGM inh | BoNT F protease | BioA inh | BoNT A protease | PfHsp40 rescue
O=C(c1cccc(F)c1)N1CCCN(C(=O)c2cccc(F)c2)CC1 | -3.3 | -1.9 | 1.7 | -3.3 | 0.1 | -1.4 | 1.9 | -0.4 | -0.4
CCN(CC)C(=O)C(C)OC(=O)c1ccc(O)cc1 (configuration not stated) | 12.0 | -2.1 | 12.2 | -1.7 | -0.4 | -8.5 | 2.2 | -1.5 | -0.7
CCCCCc1cc(=O)oc2c(C(CCN3CCCC(C)C3)c3ccc(OC)cc3)c(OC)cc(OC)c12 (configuration not stated) | 0.5 | -6.2 | 0.8 | 6.7 | -0.4 | -15.1 | -1.1 | -0.5 | 1.1

Random draw from the library. About 4.7% of those tested had a hit in this group.
